# Y pestis TopoI = blocks Yersinia pestis topoisomerase I activity | Y. pestis Topo-I cleavage product accumulation, plate reader | activity, % at 10 µM | 360,000 tested, 0.064% active | AID 504884; in the data active = activity above about 50%, passing the limit was not always enough; also: inactives centre near 2
# TcdB GH inh = TcdB glycohydrolase inhibition; TcdB glycohydrolase enzymatic assay, plate reader; 350,000 tested, 0.24% active; P18177; inhibition, % at 9.99 µM; in the data active = inhibition above about 10%
# 3CLpro inhibitor = SARS-CoV 3CLpro protease inhibition; P0C6X7; recombinant SARS-CoV 3CLpro, quenched FRET peptide cleavage; inhibition, % at 6 µM; 290,000 tested, 0.14% active; AID 1706; in the data active = inhibition above about 12%
# BH1578 lux ind = inducers of Vibrio cholerae quorum light production without autoinducers | V. cholerae BH1578 lux reporter, luminescence, 6 h | activation, % at 18.7 µM | 350,000 tested, 0.16% active | AID 588436; in the data active = activation mostly above about 9.7%, no sharp cut-off; also: not every result past the cut was called active; inactives centre near 0; reference of the scale not given here
# BoNT-A LC inh2 = blocks Botulinum neurotoxin A light chain protease; multiplex microsphere protease substrate cleavage, flow cytometry; inhibition, % at 10 µM; 360,000 tested, 0.17% active; AID 588499; also: plate controls were buffer without enzyme for full effect and enzyme alone for no effect
# PriA SSB inh = blocks PriA binding to SSB C-terminal tail | inhibition, % at 33 µM | AlphaScreen SSBct-PriA binding, biotinylated peptide | AID 1272365 | 430,000 tested, 0.6% active; in the data active = inhibition mostly above about 37%, no sharp cut-off; inactive = mostly below about 20%;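 also: plate controls were negative control peptide for no effect and reference peptide for full effect; strong numbers were not always called active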
# PfHsp40 rescue = restores yeast growth despite PfHsp40 toxicity | S. cerevisiae expressing PfHsp40, growth rescue, ATP luminescence | growth rescue, % at 12.5 µM | 340,000 tested, 0.68% active; in the data active = growth rescue above about 28%, passing the limit was not always enough;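 also: yeast W303a lacking pdr1 and pdr3 grown in galactose medium; growth measured after three days at 30 °C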
# VHR inh abs = inhibitors of human VHR1 phosphatase (DUSP3); P51452; recombinant VHR phosphatase, pNPP absorbance; inhibition, % at 13.3 µM; 290,000 tested, 0.52% active; in the data active = inhibition above about 50%; also: some compounds called inactive have numbers as strong as hits
# Target sequence (P51452 whole entry, looked up): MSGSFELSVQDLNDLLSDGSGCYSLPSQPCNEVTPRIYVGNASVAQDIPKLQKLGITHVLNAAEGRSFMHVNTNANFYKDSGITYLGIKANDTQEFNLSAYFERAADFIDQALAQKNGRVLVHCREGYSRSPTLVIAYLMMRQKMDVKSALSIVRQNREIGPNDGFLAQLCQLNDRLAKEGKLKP
# Anthrax LF prot = inhibitors of Bacillus anthracis lethal factor protease; P15917; multiplex microsphere protease cleavage assay, LF; inhibition, % at 10 µM; 360,000 tested, 0.12% active; AID 588501; also: plate controls were buffer without enzyme for full effect and enzyme alone for no effect
# Target sequence (P15917 whole entry, looked up): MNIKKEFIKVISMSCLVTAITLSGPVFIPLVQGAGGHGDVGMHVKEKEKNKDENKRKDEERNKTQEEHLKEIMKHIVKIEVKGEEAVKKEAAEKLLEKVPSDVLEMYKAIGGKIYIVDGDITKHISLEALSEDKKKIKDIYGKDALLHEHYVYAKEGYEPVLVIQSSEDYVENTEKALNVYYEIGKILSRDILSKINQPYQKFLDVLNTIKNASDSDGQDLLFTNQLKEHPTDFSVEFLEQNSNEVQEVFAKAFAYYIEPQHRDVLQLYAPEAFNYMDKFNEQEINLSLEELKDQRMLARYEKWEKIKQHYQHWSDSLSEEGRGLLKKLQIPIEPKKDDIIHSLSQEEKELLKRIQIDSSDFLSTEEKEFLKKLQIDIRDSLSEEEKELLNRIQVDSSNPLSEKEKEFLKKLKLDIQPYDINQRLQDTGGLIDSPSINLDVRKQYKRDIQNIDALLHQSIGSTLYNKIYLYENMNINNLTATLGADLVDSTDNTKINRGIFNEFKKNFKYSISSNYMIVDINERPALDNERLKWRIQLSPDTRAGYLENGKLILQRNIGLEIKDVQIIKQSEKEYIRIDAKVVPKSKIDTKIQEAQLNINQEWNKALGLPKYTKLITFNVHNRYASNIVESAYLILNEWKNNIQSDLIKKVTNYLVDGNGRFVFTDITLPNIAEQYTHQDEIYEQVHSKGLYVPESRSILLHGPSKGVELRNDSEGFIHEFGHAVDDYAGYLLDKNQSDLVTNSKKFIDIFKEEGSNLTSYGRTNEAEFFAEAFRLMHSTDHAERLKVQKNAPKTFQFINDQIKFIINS
# CCHFV vOTU inh = blocks the CCHF virus ovarian tumor domain protease. inhibition, % at 11.5 µM. 370,000 tested, 0.55% active. CCHFV vOTU protease, Pep-AMC fluorescence; in the data active = inhibition above about 30%; also: 0% = vehicle wells with enzyme and 100% = no enzyme wells
# Numbers without * were called inactive; i = inactive; . = not tested or not shown; & = joins results of further samples. Rule as the data show it, unless noted: active = inhibition above about 30%; inconclusive = no clear call, values can overlap the other calls; inactive = below that. Only part of the results is shown. The share of hits here may be higher or lower than overall.
SMILES,Y pestis TopoI,TcdB GH inh,3CLpro inhibitor,BH1578 lux ind,BoNT-A LC inh2,PriA SSB inh,PfHsp40 rescue,VHR inh abs,Anthrax LF prot,CCHFV vOTU inh
CC(C)CNC(CC(=O)Nc1cccc([N+](=O)[O-])c1)C(=O)O (stereo unspecified),-6,.,2,-0.2,0.2,-18&-2,-1.3,2,-1,4
c1ccc(C2OCCN3CCCCC23)cc1 (stereo unspecified),-4,.,4,i,-1.7,2,-0.4,5,4,-2
COc1ccc(NC(=S)NC(NC(=O)c2cccc(C)c2)C(Cl)(Cl)Cl)c([N+](=O)[O-])c1 (stereo unspecified),-16,.,0,i,-2.1,-13,-1.7,0,-4,5
CN(Cc1ccncn1)C(=O)CC1C(=O)NCCN1Cc1cccc(Oc2ccccc2)c1 (stereo unspecified),3,0.4,0,i,0.7,3,0.6,16,-5,4
CC(C)[C@H](NS(=O)(=O)c1cccc(Cl)c1)C(=O)OCC(=O)NC(=O)CN1CCCC1=O,4,.,.,-0.7,1.2,-5,-0.4,.,-2,.
NC(=O)c1ccc(NC(=O)c2cnc3ccccc3n2)cc1,-4,1.0,4,-0.3,-0.1,0,-1.6,2,-10,-4
Nc1nccc(/C=C/c2ccc(Cl)cc2)n1,5,1.0,6,-0.6,-1.2,-9,-1.3,-3,-4,-40
Cc1onc(-c2ccccc2)c1C(=O)OCC(=O)N1CCN(c2ccccc2)CC1,24,2.6,.,-14,7.6,-14,-0.1,.,5,5
O=C1NCC(c2ccccc2)C1C(=O)N/N=C\c1ccc(-c2ccc(Cl)c(Cl)c2)o1 (stereo unspecified),-8,.,0,.,-0.1,.,0.9,-6,0,1
CC1(C)SC(=S)N(NC(=O)Nc2ccccc2)C1N(O)C(=O)Nc1ccccc1 (stereo unspecified),-22,.,3,-0.3,-0.6,15,0.1,31,-10,4
O=C(NCCc1ccccc1)/C(=C\c1ccc([N+](=O)[O-])cc1)NC(=O)c1ccccc1,-3,.,5,1.0,0.6,5,-2.9,-2,1,9
Cc1nn(C)cc1CNC(=O)c1cnn2c(C(F)F)cc(C3CC3)nc12,-7,.,-3,3.6,-0.4,-2,20,-19,-3,0
CN(C)CCCNc1c2c(nc3ccccc13)CCC2,-2,1.1,-3,i,1.4,-13,0.4,2,-9,-10
Cc1cn(CC(=O)NCCN2CCOCC2)c(=O)[nH]c1=O,-4,-4.5,.,-0.6,-0.1,-2,-0.5,.,-2,18
O=C(ON=C1CCSCC1)c1ccccc1,0,.,-1,-0.5,0.4,1,-1.1,.,-1,0
Cc1ccc(-c2cc(=O)c3ccccc3[nH]2)cc1,-11,-1.2,-2,-0.3,-0.4,-4,-1.6,4,-8,-1
CC(C)c1ccc(CNc2nc(NCC3CC3)nc3ccsc23)cc1,1,0.8,.,0.0,-0.6,.,.,.,-5,11
COc1ccc(C(=O)Nc2cccc3cccnc23)cc1OC,25,0.1,0,12,0.4,-20,1.5,0,-1,-6
Cc1ccc(NC(=O)/C=C/c2cccc([N+](=O)[O-])c2)nc1,-2,-1.0,3,i,-0.1,-7,-0.4,17,0,6
CCCCc1n[nH]c2c1/C(=N/O)CC(c1ccccc1)C2 (stereo unspecified),1,.,-2,-2.2,0.3,.,0.5,5,-3,-13
CCCSCCCNC(=O)Cn1cc2c(n1)CCCCC2,0,0.9,-1,i,0.4,-5,-1.7,21,3,-5
Cc1cccc(NCC(=O)NNC(=S)Nc2ccccc2)c1,3,-0.6,2,i,-0.1,3,3.5,2,-3,9
Oc1ccc(/C=N/Nc2cc(N3CCCC3)nc(N3CCCC3)n2)cc1O,-21,-1.8,4,-0.2,-0.4,.,2.4,-1,-4,-4
Cc1cc(C(=O)OCC(=O)Nc2cc(S(=O)(=O)N(C)C)ccc2Cl)c2ccccc2n1,12,1.5,5,-3.6,-0.2,-8,1.6,11,-2,0

# Reformatted tab-delimited: ten of the compounds above.
compound	Y pestis TopoI	TcdB GH inh	3CLpro inhibitor	BH1578 lux ind	BoNT-A LC inh2	PriA SSB inh	PfHsp40 rescue	VHR inh abs	Anthrax LF prot	CCHFV vOTU inh
CC(C)CNC(CC(=O)Nc1cccc([N+](=O)[O-])c1)C(=O)O (stereo unspecified)	-6	.	2	-0.2	0.2	-18&-2	-1.3	2	-1	4
c1ccc(C2OCCN3CCCCC23)cc1 (stereo unspecified)	-4	.	4	i	-1.7	2	-0.4	5	4	-2
COc1ccc(NC(=S)NC(NC(=O)c2cccc(C)c2)C(Cl)(Cl)Cl)c([N+](=O)[O-])c1 (stereo unspecified)	-16	.	0	i	-2.1	-13	-1.7	0	-4	5
CN(Cc1ccncn1)C(=O)CC1C(=O)NCCN1Cc1cccc(Oc2ccccc2)c1 (stereo unspecified)	3	0.4	0	i	0.7	3	0.6	16	-5	4
CC(C)[C@H](NS(=O)(=O)c1cccc(Cl)c1)C(=O)OCC(=O)NC(=O)CN1CCCC1=O	4	.	.	-0.7	1.2	-5	-0.4	.	-2	.
NC(=O)c1ccc(NC(=O)c2cnc3ccccc3n2)cc1	-4	1.0	4	-0.3	-0.1	0	-1.6	2	-10	-4
Nc1nccc(/C=C/c2ccc(Cl)cc2)n1	5	1.0	6	-0.6	-1.2	-9	-1.3	-3	-4	-40
Cc1onc(-c2ccccc2)c1C(=O)OCC(=O)N1CCN(c2ccccc2)CC1	24	2.6	.	-14	7.6	-14	-0.1	.	5	5
O=C1NCC(c2ccccc2)C1C(=O)N/N=C\c1ccc(-c2ccc(Cl)c(Cl)c2)o1 (stereo unspecified)	-8	.	0	.	-0.1	.	0.9	-6	0	1
CC1(C)SC(=S)N(NC(=O)Nc2ccccc2)C1N(O)C(=O)Nc1ccccc1 (stereo unspecified)	-22	.	3	-0.3	-0.6	15	0.1	31	-10	4

# Additional records:
SMILES,Y pestis TopoI,TcdB GH inh,3CLpro inhibitor,BH1578 lux ind,BoNT-A LC inh2,PriA SSB inh,PfHsp40 rescue,VHR inh abs,Anthrax LF prot,CCHFV vOTU inh
Nc1ccc(S(=O)(=O)N2CC3CC(C2)c2cccc(=O)n2C3)cc1 (stereo unspecified),-5,0.5,-1,-0.2,0.4,-2,-0.7,8,-8,4
Cc1cc(NC(=O)CSc2nnc(Nc3ccccc3C)s2)no1,0,0.4,4,-0.5,-0.2,-13,-0.1,19,0,1
Cc1cnn(Cc2ccccc2)c1N,2,.,8,-2.9,-1.4,-12,0.5,-9,-6,11
CCCCN(C(=O)C1CC(=O)N(c2ccc3c(c2)OCCO3)C1)c1c(N)n(CCCC)c(=O)[nH]c1=O (stereo unspecified),-1,1.8,.,i,0.3,2,0.3,.,-5,-5
CCc1nc2ccc(C(=O)NCCCN3CCCC3=O)cn2c1N(C)CCC(C)C,14,1.9,.,-4.5,-0.1,.,.,.,1,9
CCOc1ccc(OCCC(=O)OCC(=O)Nc2ccc(C)c(S(=O)(=O)N3CCCCC3)c2)cc1,35,-1.8,.,0.5,0.3,2,0.6,.,2,9
COc1ccc(CCNC(=O)CN(C)S(=O)(=O)c2cccs2)cc1OC,-2,.,-3,i,0.2,3,-1.5,13,0,4
O=C(NC(=S)N1CCN(Cc2ccccc2)CC1)c1cccnc1,3,0.5,-3,2.0,0.3,-18,-0.4,21,-7,-13
O=c1[nH]c2ccccc2c(O)c1SCCO,-3,1.4,-6,-0.5,0.6,2,-0.4,25,1,-5
Cc1ccc(-c2nc3cccnc3o2)cc1NC(=O)COc1ccc(Cl)cc1C,7,.,1,i,0.1,-15,0.3,-5,3,-14
Cc1ccccc1-c1nc(CN2CCN(C(=O)c3ccco3)CC2)c(C)o1,3,0.8,-2,i,-0.3,-2,-0.8,15,-6,-16
NS(=O)(=O)c1ccc(NC(=O)c2ccc3c(c2)OCO3)cc1,4,1.3,-4,-0.6,-4.7,3,-0.1,21,-6,-3
COc1ccc(C2CC(c3ccccc3)=NN2C(=O)COC(=O)C2(C)CC2(Cl)Cl)cc1 (stereo unspecified),23,0.7,6,i,0.3,-7,0.5,18,-6,14
Cc1ccc(SCC(=O)N(Cc2nc(-c3ccccc3)no2)C(C)C)cc1,0,.,1,25*,-1.3,-1,1.7,-8,1,10
c1ccc(CN2CCC(N3CCN(Cc4ccc5c(c4)OCO5)CC3)CC2)cc1,13,0.7,-1,-0.5,1.0,1,-0.5,-8,1,-3
CCc1ccc(C(=O)Cn2ncc(Cl)c(Cl)c2=O)cc1,-6,.,-2,i,-1.0,-8,-0.8,17,-6,12
O=C(NCCCn1ccnc1)C(=O)NCC1OCCCN1S(=O)(=O)c1ccc(Cl)cc1 (stereo unspecified),5,.,0,-0.4,-0.2,-9,-0.6,-13,1,-6
O=c1cnn([C@@H]2O[C@H](CO)[C@@H](O)[C@H]2O)c(=O)[nH]1,-1,.,2,i,-0.4,-10,61*,1,-1,.
CN(NC(=S)Nc1ccc(OC(F)F)cc1)C(=S)Nc1ccc(OC(F)F)cc1,-8,0.0,2,-0.4,-0.5,0,0.4,30,-3,5
CC1=C(C(=O)N(C(C)C)C(C)C)CC(CC(=O)NCc2cccs2)C(=O)N1CCC1=CCCCC1 (stereo unspecified),.,2.7,.,.,0.1,.,.,.,-6,1
COc1ccc(/C=C(\C)c2nc(C)c(-c3ccccc3)c(=O)[nH]2)cc1,-2,0.9,3,i,-0.4,-10,0.5,-6,-4,-5
CCSc1ccccc1C(=O)N=C1NC(=O)CC2C(=O)NCCN12 (stereo unspecified),4,0.4,0,0.5,-0.8,-3,-0.5,-3,-1,8
CCC(=O)Nc1cc(NC(=O)CSc2nnc(C(C)C)n2CC)ccc1C,5,.,4,i,1.0,10,-0.1,14,-1,9
Cc1ccc(N(C)S(=O)(=O)c2ccc(-c3cnc(C4CC4)o3)cc2)cc1,39,-0.3,10,-0.3,0.3,-15,3.7,10,-1,19
Cc1cc(Cl)ccc1NC(=O)Cn1cncn1,5,2.0,0,-0.3,-1.0,-10,-1.1,14,-4,-7
CCN(C(=O)COC(=O)/C=C/c1ccc2c(c1)OCO2)c1c(N)n(Cc2ccccc2)c(=O)[nH]c1=O,7,-0.6,.,i,-0.3,0,-1.9,.,-8,-10
CC1CCc2c(sc(NC(=S)NC(=O)c3ccccc3)c2C#N)C1 (stereo unspecified),3,1.3,-1,-0.3,0.2,7,1.7,-15,-5,-8
COCCNC(=O)CSc1ccccc1C(=O)NC1CCCc2ccccc21 (stereo unspecified),0,2.5,3,-5.6,-2.5,2,0.4,7,-16,-2
CCOc1nc(-c2ccncc2)nc2ccccc12,0,.,1,-0.2,-0.6,-3,0.9,18,-8,-1
O=C(NCc1cccs1)C1CC(=O)N(c2ccc(Cl)cc2)C1 (stereo unspecified),1,.,-6,-0.3,1.3,7,-0.5,17,-3,-16
COc1cc(-c2csc(N3CCOCC3)n2)cc(OC)c1OC,0,.,4,3.4,-0.2,0,0.3,0,3,-9
CC(C)CN(C(=O)COc1ccc(Br)cc1C=O)C1CCS(=O)(=O)C1 (stereo unspecified),-6,0.7,.,i,-7.6,-4,.,.,4,7
O=C(COc1ccc(NC(=O)c2cccs2)cc1)c1ccc(F)cc1,2,1.0,2,-0.4,-3.1,7,0.7,19,-1,15
Cn1c(=O)c(=O)n(C)c2cc(S(=O)(=O)N3CCCCC3)ccc21,4,.,5,-2.1,0.2,-1,-0.5,16,-1,-3
C[C@]12N[C@H](Cc3ccccc31)c1ccccc12,-1&-5,1.9&-0.5,.,-0.3&-7.4,-0.7&-0.9,-10,-0.4&-0.4,.,2&-4,-1&2
